Screening data from PubChem.
TRPN1 ag = zebrafish TRPN1 (NompC) channel agonism; hit rate 0.18% among 220,000; HEK293 zebrafish TRPN1-YFP, Fluo-8 calcium fluorescence; 100% = response to 87 µM carbachol; activation, % at 3 µM;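 active means activation above its plate's cutoff, the mean activation of test wells on that plate plus 3 SD, cut at about 19% in these data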;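 further: 0% = DMSO alone and 100% = 87 µM carbachol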
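Assay system: Zebrafish TRPN1-YFP in HEK293 cells | Incubation: Dye loading 1 h at 37 °C, then 30 min room temperature | Measured by: Kinetic Fluo-8 fluorescence, ex 470-495, em 515-575 nm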
Calpain2 inh = blocks pig calpain II enzyme activity; purified calpain II, fluorogenic peptide substrate, 30 min; inhibition, % at 16 µM; hit rate 0.37% among 220,000; AID 1236;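 active means inhibition above about 50%, limit read from the data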
S1P4 agonist = agonists of human S1P4 receptor. O95977. S1P4-expressing cell line, agonist reporter assay. activation, % at 4.98 µM. hit rate 0.35% among 220,000. AID 1509; in the data active means activation above about 11%;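 further: 0% = DMSO vehicle and 100% = reference agonist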
Target sequence (O95977 whole entry, looked up): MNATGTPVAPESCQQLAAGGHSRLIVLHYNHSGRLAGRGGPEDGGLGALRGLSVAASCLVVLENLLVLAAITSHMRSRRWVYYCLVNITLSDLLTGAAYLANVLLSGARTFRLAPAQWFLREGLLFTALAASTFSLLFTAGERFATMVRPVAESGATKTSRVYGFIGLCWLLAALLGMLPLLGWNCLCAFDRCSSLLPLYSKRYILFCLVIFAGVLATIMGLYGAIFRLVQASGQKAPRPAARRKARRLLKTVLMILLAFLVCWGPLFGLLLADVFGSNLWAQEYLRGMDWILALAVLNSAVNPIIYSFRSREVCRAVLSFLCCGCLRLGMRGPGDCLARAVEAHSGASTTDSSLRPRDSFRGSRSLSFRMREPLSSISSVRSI
TRPML3 agonist = activates the human TRPML3 channel; Q8TDD5; HEK293 TRPML3-YFP, Fluo-8 calcium fluorescence; 100% = the carbachol control signal; activation, % at 3 µM; hit rate 0.29% among 220,000; AID 1448;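 active means activation above its plate's cutoff, the mean activation of the plate's test wells plus 3 SD, cut at about 12% in these data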;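 further: 0% = DMSO only wells and 100% = carbachol wells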
Target sequence (Q8TDD5 whole entry, looked up): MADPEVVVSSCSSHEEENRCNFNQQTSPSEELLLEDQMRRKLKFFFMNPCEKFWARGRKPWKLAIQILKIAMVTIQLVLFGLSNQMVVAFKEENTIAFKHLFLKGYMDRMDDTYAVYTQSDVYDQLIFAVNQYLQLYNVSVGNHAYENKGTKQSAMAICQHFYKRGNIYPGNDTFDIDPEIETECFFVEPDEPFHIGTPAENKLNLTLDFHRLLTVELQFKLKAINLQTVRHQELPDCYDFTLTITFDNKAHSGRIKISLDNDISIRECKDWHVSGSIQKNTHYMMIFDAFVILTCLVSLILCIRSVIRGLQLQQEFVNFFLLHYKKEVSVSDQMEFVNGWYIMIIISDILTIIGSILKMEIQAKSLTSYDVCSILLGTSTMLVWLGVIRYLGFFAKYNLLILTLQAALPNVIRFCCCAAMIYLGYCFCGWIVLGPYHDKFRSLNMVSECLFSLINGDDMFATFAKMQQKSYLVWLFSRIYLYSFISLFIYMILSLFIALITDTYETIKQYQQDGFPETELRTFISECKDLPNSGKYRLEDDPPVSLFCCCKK
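Test system: HEK293 cells stably carrying human TRPML3-YFP; Doses: single dose, 3 µM final nominal compound, 0.3% DMSO final; Schedule: dye loading 1 h 37 °C then 30 min ambient, 125 s read; Technique: Fluo-8 calcium fluorescence; Benchmarks: high control carbachol 87 µM, low control DMSO.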
BaF3 parental = parental Ba/F3 viability inhibition as JAK2V617F counter-screen; AID 1486; inhibition, % at 5.6 µM; hit rate 1.1% among 220,000; CellTiter-Glo ATP luminescence;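 active means inhibition above a per-campaign cutoff, the mean inhibition of all tested compounds plus 3 SD, cut at about 27% in these data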;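 further: 0% = DMSO wells and 100% = JAK Inhibitor I control wells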
PERK inhibitor = blocks human PERK kinase | Q9NZJ5 | CHO PERK-DD fusion, SEAP luminescence translation reporter | inhibition, % at 5.6 µM | hit rate 0.17% among 220,000 | AID 1416;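 active means inhibition above the mean inhibition of all tested compounds plus 3 SD, set separately per screening campaign, cut at about 2.9% in these data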;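 further: PERK kinase domain activated by AP20187 dimerizer at 100 nM; 0% = DMSO with dimerizer and 100% = rapamycin at 8.4 µM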
EP2 modulator = EP2 receptor (human) modulation; P43116; EP2-expressing cells, cAMP HTRF FRET, PGE2 co-stimulation; induction, % at 25 µM; hit rate 0.83% among 260,000;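 active means compounds whose cAMP rise, as percent of the full-agonist control response, exceeds 60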;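 further: rat C6 glioma line stably carrying human EP2 under a CMV promoter; the protocol text gives 20 µM as final concentration; 100% = response of wells given 1 µM PGE2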
Ba/F3 V617F tox = lowers viability of Ba/F3 cells expressing EpoR and JAK2V617F; hit rate 1.1% among 220,000; ATP luminescence; inhibition, % at 5.6 µM;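 active means inhibition above the campaign mean plus 3 SD over all tested compounds, cut at about 24% in these data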;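 further: cytokine-independent growth of Ba/F3 cells driven by EpoR plus mutant JAK2; 0% = DMSO-treated cells and 100% = JAK inhibitor I control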
S1P4 antagonist = antagonists of human S1P4 receptor; O95977; S1P4-expressing cells, antagonist mode, reporter read-out; inhibition, % at 4.98 µM; hit rate 0.26% among 220,000; AID 1510; in the data active means inhibition above about 29%;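 further: 0% = wells stimulated with agonist and 100% = vehicle wells without agonist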
An asterisk follows results filed as active; & = joins results of further samples.

What do the screens show for `COc1cc(/C=N/NC(=O)Cn2cnc3ccccc3c2=O)ccc1O`?
TRPN1 ag: 2.2; Calpain2 inh: -18; S1P4 agonist: 0.8; TRPML3 agonist: 1.1; BaF3 parental: -6; PERK inhibitor: 0.5; EP2 modulator: 5; Ba/F3 V617F tox: -2; S1P4 antagonist: -12

What do the screens show for `O=C(Nc1ccc2ccccc2c1)c1cn(-c2ccccc2)nc1-c1cccs1`?
TRPN1 ag: 0.0; Calpain2 inh: -94; S1P4 agonist: 0.1; TRPML3 agonist: 0.8; BaF3 parental: 0; PERK inhibitor: 0.8; EP2 modulator: 15; Ba/F3 V617F tox: -2; S1P4 antagonist: -1

How did CC(C)c1cc(C(=O)O)n(-c2ccccc2)n1 do in these assays?
TRPN1 ag: -0.9; Calpain2 inh: -16; S1P4 agonist: -4.9; TRPML3 agonist: 1.2; BaF3 parental: 0; PERK inhibitor: 0.7; EP2 modulator: 23; Ba/F3 V617F tox: -5; S1P4 antagonist: 8

What do the screens show for `CCc1ccccc1NC(=O)CN(C)C(=O)CSc1nnc(Nc2cccc(C)c2C)s1`?
TRPN1 ag: 0.5; Calpain2 inh: -3; S1P4 agonist: 0.0; TRPML3 agonist: 0.3; BaF3 parental: -1; PERK inhibitor: -0.8; EP2 modulator: -1; Ba/F3 V617F tox: -3; S1P4 antagonist: -10

How did O=C(/C=C/c1ccc(Cl)c([N+](=O)[O-])c1)NCc1cccnc1 do in these assays?
TRPN1 ag: 1.5; S1P4 agonist: 0.6; TRPML3 agonist: 0.2; BaF3 parental: 1; PERK inhibitor: 0.0; Ba/F3 V617F tox: -1; S1P4 antagonist: -4

How did CCCCCN(C(=O)NC(=O)Nc1ccccc1OC)S(C)(=O)=O do in these assays?
TRPN1 ag: 2.0; Calpain2 inh: -9; S1P4 agonist: 0.2; TRPML3 agonist: 0.8; BaF3 parental: -1; PERK inhibitor: -0.1; EP2 modulator: 20; Ba/F3 V617F tox: 4; S1P4 antagonist: -15

What do the screens show for `O=C(COc1ccc(C(=O)O)cc1)Nc1cccc(C(F)(F)F)c1`?
TRPN1 ag: -0.8; Calpain2 inh: 15; S1P4 agonist: -0.4; TRPML3 agonist: 0.5; BaF3 parental: 3; PERK inhibitor: 0.5; EP2 modulator: 10; Ba/F3 V617F tox: 7; S1P4 antagonist: -15

How did COC(=O)Nc1ccc(S(=O)(=O)N2CCCC(C(=O)Nc3cccnc3)C2)cc1 (centres undefined) do in these assays?
TRPN1 ag: 0.1; Calpain2 inh: 15; S1P4 agonist: -2.0; TRPML3 agonist: 0.8; BaF3 parental: 5; PERK inhibitor: -0.2; EP2 modulator: 7; Ba/F3 V617F tox: -2; S1P4 antagonist: 0

What do the screens show for `COC(=O)COc1ccc(-c2ccccc2)cc1C=O`?
TRPN1 ag: -1.0; Calpain2 inh: -10; S1P4 agonist: 1.6; TRPML3 agonist: -0.3; BaF3 parental: -5; PERK inhibitor: 1.1; EP2 modulator: -29; Ba/F3 V617F tox: -4; S1P4 antagonist: -10

What do the screens show for `CC(C)Oc1ccc(/C(O)=C2/C(=O)C(=O)N(CCN(C)C)C2c2cccs2)cc1` (centres undefined)?
TRPN1 ag: 0.6; Calpain2 inh: 8; S1P4 agonist: 0.6; TRPML3 agonist: 0.7; BaF3 parental: 2; PERK inhibitor: 1.0; EP2 modulator: 20; Ba/F3 V617F tox: -4; S1P4 antagonist: 2

Reprinted from the part before: two compounds, then new ones.
What do the screens show for `COC(=O)COc1ccc(-c2ccccc2)cc1C=O`?
TRPN1 ag: -1.0; Calpain2 inh: -10; S1P4 agonist: 1.6; TRPML3 agonist: -0.3; BaF3 parental: -5; PERK inhibitor: 1.1; EP2 modulator: -29; Ba/F3 V617F tox: -4; S1P4 antagonist: -10

What do the screens show for `CC(C)Oc1ccc(/C(O)=C2/C(=O)C(=O)N(CCN(C)C)C2c2cccs2)cc1` (centres undefined)?
TRPN1 ag: 0.6; Calpain2 inh: 8; S1P4 agonist: 0.6; TRPML3 agonist: 0.7; BaF3 parental: 2; PERK inhibitor: 1.0; EP2 modulator: 20; Ba/F3 V617F tox: -4; S1P4 antagonist: 2

How did Cc1nn(CC(=O)NCc2ccc(-n3cccn3)cc2)c(C)c1[N+](=O)[O-] do in these assays?
TRPN1 ag: 1.2; Calpain2 inh: -1; S1P4 agonist: 0.2; TRPML3 agonist: 0.7; BaF3 parental: 5; PERK inhibitor: -0.7; EP2 modulator: 15; Ba/F3 V617F tox: 2; S1P4 antagonist: 2

Results for Cc1nc2ncnn2c(C)c1CCC(=O)NC(C)CCc1ccco1 (centres undefined) ?
TRPN1 ag: 1.1; Calpain2 inh: -19; S1P4 agonist: -0.7; TRPML3 agonist: 0.1; BaF3 parental: 4; PERK inhibitor: 0.4; EP2 modulator: 27; Ba/F3 V617F tox: -1; S1P4 antagonist: -4

Results for CCNC(=O)c1sc(=S)n(-c2ccc(C)cc2)c1N ?
TRPN1 ag: 1.1; Calpain2 inh: 16; S1P4 agonist: 0.4; TRPML3 agonist: 1.1; BaF3 parental: 5; PERK inhibitor: 1.1; EP2 modulator: -3; Ba/F3 V617F tox: 0; S1P4 antagonist: -11

Results for CCC(NC(=O)NC1=NCCS1)(C(F)(F)F)C(F)(F)F ?
TRPN1 ag: 1.6; Calpain2 inh: -35; S1P4 agonist: 1.6; TRPML3 agonist: 0.9; BaF3 parental: 0; PERK inhibitor: 1.1; EP2 modulator: 12; Ba/F3 V617F tox: -1; S1P4 antagonist: -2

What do the screens show for `COc1ccc(CNCC(O)(c2ccc(Cl)cc2)c2ccc(Cl)cc2)cc1`?
TRPN1 ag: -0.3; Calpain2 inh: 0; S1P4 agonist: 1.9; TRPML3 agonist: 0.6; BaF3 parental: 6; PERK inhibitor: 0.2; EP2 modulator: -3; Ba/F3 V617F tox: -2; S1P4 antagonist: 3

How did CCN1CCN(C(=O)CN(C)S(=O)(=O)c2cc(C)ccc2OC)CC1 do in these assays?
TRPN1 ag: -0.1; Calpain2 inh: -17; S1P4 agonist: -0.4; TRPML3 agonist: 2.1; BaF3 parental: -1; PERK inhibitor: 1.6; EP2 modulator: 4&16; Ba/F3 V617F tox: -2; S1P4 antagonist: -4

How did COc1ccccc1N1CC(O)=C(c2nc3ccccc3s2)C1=N do in these assays?
TRPN1 ag: 3.5; Calpain2 inh: -2; S1P4 agonist: -0.1; TRPML3 agonist: 1.5; BaF3 parental: 1; PERK inhibitor: 0.0; EP2 modulator: -6; Ba/F3 V617F tox: -3; S1P4 antagonist: -7

What do the screens show for `COCCN(C(=O)Nc1ccccc1)c1ccccc1C`?
TRPN1 ag: 0.1; Calpain2 inh: -5; S1P4 agonist: 0.2; TRPML3 agonist: 0.1; BaF3 parental: 2; PERK inhibitor: -0.7; EP2 modulator: 13; Ba/F3 V617F tox: -1; S1P4 antagonist: -9

Results for CCOC(=O)C(=NCCCN(C)C)NNc1ccc(Br)cc1 ?
TRPN1 ag: -0.1; Calpain2 inh: -29; S1P4 agonist: 0.2; TRPML3 agonist: 0.1; BaF3 parental: 8; PERK inhibitor: 1.8; EP2 modulator: -30; Ba/F3 V617F tox: 0; S1P4 antagonist: -21

Results for COC(=O)[C@H](C)NC(=O)NCCC1=CCCCC1 ?
TRPN1 ag: 0.4; Calpain2 inh: -14; S1P4 agonist: 0.6; TRPML3 agonist: 0.6; BaF3 parental: -1; PERK inhibitor: 0.8; EP2 modulator: 19; Ba/F3 V617F tox: -4; S1P4 antagonist: 10

How did CCS(=O)(=O)N1CCC(C(=O)NCCN2CCOCC2)CC1 do in these assays?
TRPN1 ag: -0.1; Calpain2 inh: 1; S1P4 agonist: 0.7; TRPML3 agonist: 0.8; BaF3 parental: 0; PERK inhibitor: 0.6; EP2 modulator: 16; Ba/F3 V617F tox: -1; S1P4 antagonist: 6

How did COc1ccc(OC)c(C2C3=C(COC3=O)Nc3cc4c(cc32)OCO4)c1 (centres undefined) do in these assays?
TRPN1 ag: 0.6; Calpain2 inh: -79; S1P4 agonist: -1.3; TRPML3 agonist: 0.2; BaF3 parental: 91*; PERK inhibitor: -1.4; EP2 modulator: -12; Ba/F3 V617F tox: 96*; S1P4 antagonist: 22

What do the screens show for `C/C(=N\NC(=S)Nc1c(C)cccc1C)c1ccc(OC(F)F)cc1`?
TRPN1 ag: -0.8; Calpain2 inh: -3; S1P4 agonist: -0.2; TRPML3 agonist: -0.7; BaF3 parental: 6; PERK inhibitor: 1.7; EP2 modulator: -67; Ba/F3 V617F tox: 1; S1P4 antagonist: 18

What do the screens show for `CC(=O)c1cccc(N(C(=O)c2ccccn2)C(C(=O)NC2CCCCC2)c2cccs2)c1` (centres undefined)?
TRPN1 ag: 1.3; Calpain2 inh: -19; S1P4 agonist: -1.0; TRPML3 agonist: 0.1; BaF3 parental: 10; PERK inhibitor: 0.5; EP2 modulator: 1; Ba/F3 V617F tox: 3; S1P4 antagonist: -7

Results for Cc1ccc(-n2c(=O)c3c4c(sc3n(Cc3cc(=O)n5ccccc5n3)c2=O)CCC4)cc1C ?
TRPN1 ag: -0.8; Calpain2 inh: -8; S1P4 agonist: 0.1; TRPML3 agonist: 0.1; BaF3 parental: 0; PERK inhibitor: -0.6; EP2 modulator: -7; Ba/F3 V617F tox: -3; S1P4 antagonist: -3

Results for CCOC(=O)c1[nH]cnc1C(=O)NC(C)C ?
TRPN1 ag: -0.6; Calpain2 inh: -6; S1P4 agonist: -1.9; TRPML3 agonist: -0.2; BaF3 parental: 14; PERK inhibitor: 0.5; EP2 modulator: 12&-2; Ba/F3 V617F tox: 6; S1P4 antagonist: 6

Results for COc1ccc(C2CC(c3ccccc3)n3nc(NC(=O)c4cccs4)nc3N2)cc1 (centres undefined) ?
TRPN1 ag: 1.6; Calpain2 inh: -118; S1P4 agonist: 0.9; TRPML3 agonist: 0.4; BaF3 parental: 5; PERK inhibitor: -0.9; EP2 modulator: -10; Ba/F3 V617F tox: 1; S1P4 antagonist: -6

What do the screens show for `CCN(CC)C(=O)CN1C(=O)/C(=C/c2ccccc2)SC1=S`?
TRPN1 ag: -0.4; Calpain2 inh: 14; S1P4 agonist: 1.1; TRPML3 agonist: -0.8; BaF3 parental: 0; PERK inhibitor: 0.2; EP2 modulator: -37; Ba/F3 V617F tox: 3; S1P4 antagonist: 9

What do the screens show for `CCCOc1nc2c(c(=O)n(C)c(=O)n2C)n1CCC`?
TRPN1 ag: -1.2; Calpain2 inh: -23; S1P4 agonist: -1.0; TRPML3 agonist: 0.8; BaF3 parental: 4; PERK inhibitor: -0.4; EP2 modulator: 11; Ba/F3 V617F tox: 1; S1P4 antagonist: -20

How did COc1ccc(CCNc2oc(COc3ccccc3F)nc2C#N)cc1 do in these assays?
TRPN1 ag: -1.9; Calpain2 inh: -18; S1P4 agonist: 1.5; TRPML3 agonist: -0.9; BaF3 parental: 1; PERK inhibitor: 0.6; EP2 modulator: -45; Ba/F3 V617F tox: -1; S1P4 antagonist: -8

What do the screens show for `COc1ccc(C(=O)OCC(=O)c2c(N)n(C)c(=O)n(C)c2=O)cc1OC`?
TRPN1 ag: -0.2; Calpain2 inh: 14; S1P4 agonist: 0.5; TRPML3 agonist: 0.5; BaF3 parental: 2; PERK inhibitor: 0.4; EP2 modulator: -26; Ba/F3 V617F tox: -3; S1P4 antagonist: 0

Not a hit list. Share with any hit: about 3.6%.
